# inhibitors of VEEV: inhibitors of VEEV TC-83 cytopathic effect, confirmation, Vero cells (AID 588727) | 350,000 tested, 0.13% active | Vero cells, VEEV TC-83 cytopathic effect inhibition; higher % means a stronger effect | one-dose inhibition, % at 20 µM; IC50 in µM for titrated hits; in the data active = a potency from the dose series; inconclusive = inhibition mostly from about 14% at the one dose, without a potency; inactive = the rest, 99 in 100 with inhibition below about 12%; also: strong numbers were not always called active
# PhoP GFP inhibition: Inhibition of PhoP regulon, Salmonella typhi GFP reporter cells, confirmation, 4 h (AID 1850); Salmonella Typhi PhoP-promoter GFP reporter, fluorescence, 4 h; higher % means a stronger effect; one-dose inhibition, % at 50 µM; IC50 in µM for titrated hits; 310,000 tested, 0.33% active; in the data active = a potency from the dose series; inconclusive = inhibition mostly from about 25% at the one dose, without a potency; inactive = the rest, 99 in 100 with inhibition below about 19%;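 also: 0% = induced wells with vehicle and 100% = uninduced wells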
# H1N1 NS1A inhibition: H1N1 influenza NS1A inhibitors, functional cell based assay (AID 504329); NS1A functional cell-based assay, percent inhibition; higher % means a stronger effect; inhibition, % at 12.5 µM; hits with a dose series show IC50 in µM; 340,000 tested, 0.3% active; in the data active = a potency from the dose series; inconclusive = inhibition above about 27% without an active follow-up result; also: strong numbers were not always called active
# tuberculosis growth: growth inhibition of non-replicating M. tuberculosis (AID 488890). Mycobacterium tuberculosis non-replicating, growth inhibition; higher % means a stronger effect. inhibition, % at 25 µM; hits with a dose series show IC50 in µM. 320,000 tested, 0.39% active; in the data active = a potency from the dose series; inconclusive = inhibition mostly from about 82% at the one dose, without a potency; inactive = the rest, 99 in 100 with inhibition below about 76%;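 also: plate controls were DMSO cells for no effect and high antibiotic wells for full effect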
# M. tuberculosis HTS: M. tuberculosis growth inhibition, HTS (AID 449762); one-dose inhibition, % at 25 µM; IC50 in µM for titrated hits; M. tuberculosis H37Rv growth inhibition, 7H9 media; higher % means a stronger effect; 330,000 tested, 0.59% active; in the data active = a potency from the dose series; inconclusive = inhibition above about 70% without an active follow-up result;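 also: bacterial growth assessed after seven days of incubation; strong numbers were not always called active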
# inhibitors of VEEV 10K pilot screen: second read-out of inhibitors of VEEV, no call of its own (marks repeat the call); inhibition, %; measured here: 10K pilot screen inhibition
# * marks the source's active call; other numbers are inactive results; i = inactive; ? = inconclusive; / = not tested or not shown. No enrichment for hits. About 1.4% of those tested had a hit in this group.
SMILES,inhibitors of VEEV,PhoP GFP inhibition,H1N1 NS1A inhibition,tuberculosis growth,M. tuberculosis HTS,others
Cc1ccc2c(c1)C1CN(C)CCC1N2C(=O)/C=C/c1ccc2c(c1)OCO2 (configuration not stated),0.2%,-5%,-5%,12%,-4%,
Cn1c(C(=O)NCCN2CCCCCC2)cc2c(=O)n(C)c3ccccc3c21,3.1%,5%,0%,61%,-3%,
Cc1cc(C)c2c(NC(=S)NC(=O)c3ccccc3)n[nH]c2n1,1.5%,-5%,-5%,-3%,3%,
O=C1C(C=NCC2CCCO2)=C(O)c2ccccc21 (configuration not stated),1.7%,3%,-5%,6%,8%,inhibitors of VEEV 10K pilot screen=2.3
O=C(CN(C(=O)CCC(=O)Nc1nccs1)c1ccc2c(c1)OCO2)NCc1ccccc1,0.4%,-3%,7%,0%,5%,
COc1ccc(C(c2nnnn2CCc2ccccc2)N2CCN(C3CCCC3)CC2)cc1OC (configuration not stated),i,-6%,-6%,3%,-4%,
CC(=O)c1cc2c(cc1NC(=O)CSc1nc3ccc(C)cc3[nH]1)OCO2,9.4%,2%,1%,34%,7%,
CCCc1nc(SCC(=O)N2CCc3ccccc32)c2c(C)c(C)sc2n1,/,14%,/,1%,9%,
COC(=O)c1ccccc1NC(=O)C1CCN(C(=O)N2CCOc3ccccc32)CC1,10%,8%,-7%,36%,3%,
CCOC(=O)C1=C(O)/C(=C/c2ccc(-c3ccccc3C(=O)O)o2)SC1=Nc1ccc(C)cc1,1.2%,/,-18%,/,/,
Cc1ccc(C(=O)Cn2c(-c3ccccc3)noc2=O)cc1,0.1%,3%,-6%,60%,2%,
CCO[C@@H]1OC(C(=O)NC2CC2)=C[C@H](c2ccc(Br)cc2)[C@H]1CCCO,i,-2%,-3%,1%,-9%,
O=C1CCCc2nc(N3CCN(C(=O)c4ccco4)CC3)ncc21,0.6%,-6%,-3%,-13%,-17%,
COc1cc(F)ccc1S(=O)(=O)N1CCN(Cc2ccccc2)CC1,0.5%,5%,-11%,-14%,3%,
NC(=O)c1ccccc1N/C=C/C(=O)c1cccs1,0.6%,5%,-9%,-5%,8%,inhibitors of VEEV 10K pilot screen=1.1
CCOc1cc(S(=O)(=O)N(CC)CC)ccc1F,2.8%,-1%,17%,12%,2%,inhibitors of VEEV 10K pilot screen=2.4
Cc1nc(C)c(C(=O)C2=C(O)C(=O)N(CCN(C)C)C2c2cccs2)s1 (configuration not stated),i,-7%,-18%,-10%,1%,
Cc1c(C(=O)NCC2CCCO2)oc2ccc(S(=O)(=O)N3CCCCC3)cc12 (configuration not stated),8.3%,-8%,7%,/,1%,
COC(=O)c1sc(NC(=O)c2ccco2)c(C#N)c1C,1.3%,-7%,4%,/,-4%,
c1ccc(Nc2scc(-c3ccccc3)[n+]2Cc2ccco2)cc1,3.1%,-11%,21%,8%,10%,
CC(C)CC(=O)NC1(C(F)(F)F)C(=O)Nc2c1c(=O)n(C)c(=O)n2C (configuration not stated),0.8%,-5%,-5%,3%,-3%,
O=C(OCCN1CCCCC1)c1cccc(F)c1,0.3%,0%,22%,2%,-2%,
CCSc1ncnc2c1oc1ccccc12,i,4%,-6%,23%,-21%,
Cn1c(=O)n(C)c2cc(S(=O)(=O)Nc3ccccc3)ccc21,0.9%,4%,-6%,8%,0%,
O=[N+]([O-])/C(N=Nc1ccccc1)=N\Nc1ccccc1,1.3%,7%,14%,13%,-3%,

# The closing two compounds of the section above come first, to join the parts:
SMILES,inhibitors of VEEV,PhoP GFP inhibition,H1N1 NS1A inhibition,tuberculosis growth,M. tuberculosis HTS,others
Cn1c(=O)n(C)c2cc(S(=O)(=O)Nc3ccccc3)ccc21,0.9%,4%,-6%,8%,0%,
O=[N+]([O-])/C(N=Nc1ccccc1)=N\Nc1ccccc1,1.3%,7%,14%,13%,-3%,
CC(C)C[C@H]1CNC(=S)N1CC1CCN(CCC23CC4CC(CC(C4)C2)C3)CC1,i,/,-12%,/,/,
c1ccc(C(c2nnnn2C2CCCC2)N2CCN(c3ccccc3)CC2)cc1 (configuration not stated),i,-4%,-1%,30%,2%,
O=C(CSc1nncn1-c1ccccc1)Nc1ccccc1F,3.3%,-4%,4%,-6%,11%,
CCN(CC)C(=O)CCCC(=O)N(CC)CC,i,1%,1%,9%,-1%,
S=C(Nc1ccc2c(c1)OCO2)N1CCN(Cc2ccco2)CC1,1.0%,12%,-7%,-2%,2%,
Cc1ccccc1CS(=O)(=O)Cc1ccc(C(=O)NC2CCCC2)o1,1.9%,7%,6%,-4%,-1%,
CC(=O)Nc1ccc(C=NNC(=O)C2CC2)cc1,6.0%,/,0%,/,/,
CC12CCC(c3c1nc1ccccc1[n+]3[O-])C2(C)C (configuration not stated),0.5%,-22%,-4%,-6%,-2%,
C=C(C)c1sc(-c2ccc(Cl)cc2)nc1C,1.2%,4%,3%,-12%,-8%,inhibitors of VEEV 10K pilot screen=1.8
Cc1cc(C)cc(NC(=O)Cc2ccc(S(=O)(=O)N3CCCC3)s2)c1,i,/,5%,15%,-11%,
COc1ccc(S(=O)(=O)N2CCOCC2)cc1NC(=O)COc1ccc2ccc(=O)oc2c1,i,/,-11%,1%,5%,
O=C(NC(=S)Nc1ccc(S(=O)(=O)Nc2nccs2)cc1)c1cccnc1,3.2%,25%,-5%,80%,55%,
COCCCN1C(=O)c2[nH]nc(-c3cc(C)cc(C)c3O)c2C1c1ccc(O)c(OC)c1 (configuration not stated),2.1%,-5%,5%,-4%,-11%,
NC(=O)c1ccc(NC(=O)COc2cccc3ccccc23)cc1,2.0%,-5%,-8%,-19%,-7%,
COCCn1c(SCC(=O)c2c(-c3ccccc3)n(C)c3ccccc23)nnc1-c1ccncc1,11%,-1%,11%,44%,-9%,
CCn1nc(C(=O)Nc2ccc(S(=O)(=O)Nc3ncccn3)cc2)c2ccccc2c1=O,6.5%,-6%,4%,27%,-8%,
Cc1cccn2c(=O)c(C=C(C#N)C#N)c(N3CCN(c4ccccc4)CC3)nc12,6.2%,2%,>100µM*,1%,-3%,
CCOC(CNC(=O)CCc1c(C)nc2nc(C)nn2c1C)OCC,4.1%,-5%,5%,-12%,8%,
COc1ccc(-c2cc(-c3cccs3)nc3sc(C#N)c(N)c23)cc1,1.7%,-3%,-13%,-7%,-5%,
C=CCOc1ccc(Oc2cc(C)nc(SC)n2)nn1,i,7%,-2%,-4%,-4%,
O=C(CNc1cccc(S(=O)(=O)N2CCCC2)c1)Nc1ccc(C(F)(F)F)cc1,6.7%,14%,-7%,16%,?,
Cc1nnc(-c2cnn(-c3ccccc3)c2N)n1Cc1cccc(C(F)(F)F)c1,i,0%,3%,31%,-18%,
Cc1oc(-c2ccc(Cl)cc2)nc1CS(=O)CC(=O)NCc1ccccc1 (configuration not stated),1.2%,-4%,7%,18%,-1%,
CCN1CCc2c(OCC(=O)N3CCC(C)CC3)cccc2C1=O,0.1%,2%,9%,0%,-4%,
O=C(CCN1CCCC1=O)NC1CCCc2c1cnn2-c1ccc(F)cc1F (configuration not stated),1.1%,-1%,-13%,16%,-6%,
SMILES,inhibitors of VEEV,PhoP GFP inhibition,H1N1 NS1A inhibition,tuberculosis growth,M. tuberculosis HTS,others
COCCNC(=S)N1CCOCC1,0.3%,1%,1%,-5%,0%,
CCc1ccc(C2N3CC4([N+](=O)[O-])CN2CC([N+](=O)[O-])(C3)C4(C)C)cc1 (configuration not stated),0.9%,-8%,-5%,-2%,-6%,
Cn1cc(C(=O)C(=O)NCCc2ccccc2)c2ccccc21,1.6%,-2%,-19%,6%,-6%,
C=CCn1cc(/C=N/NC(=O)COc2cccc3cccnc23)c2ccccc21,12%,0%,2%,19%,3%,
O=C(CNC(=O)c1ccccc1)NCC(O)c1ccc([N+](=O)[O-])cc1 (configuration not stated),0.3%,9%,14%,-8%,0%,
COc1ccc2cc(/C=N/NC(=O)CN(c3ccccc3C)S(=O)(=O)c3ccccc3)c(Cl)nc2c1,2.3%,-31%,-5%,15%,-4%,
O=C(CCOc1ccccc1)N1CCN(S(=O)(=O)c2cccs2)CC1,9.7%,-20%,0%,-3%,7%,
Cc1ccc(-n2c(-c3cccc(C)c3)n[nH]c2=S)cc1,0.7%,-3%,-24%,-4%,-4%,
CCOC(=O)N1CCN(C(=O)CSc2ccc3nnc(CCNC(=O)c4ccc(OC)cc4)n3n2)CC1,0.6%,-1%,-9%,1%,6%,
N/C(=N\OC(=O)Nc1ccc(Cl)c(Cl)c1)c1ncc(C(F)(F)F)cc1Cl,7.8%,-4%,3%,77%,42µM*,
COc1cccc(-c2ncc3ccccc3c2COC(=O)N2CCCCC2)c1,1.4%,/,-7%,47%,-6%,inhibitors of VEEV 10K pilot screen=4.3
O=C(Cn1cc(C(=O)C2CC2)c2ccccc21)NCC1CCCO1 (configuration not stated),1.4%,2%,-2%,-9%,1%,
N#Cc1ccc(S(=O)(=O)N2CCCN(c3nc4ccc(Cl)cc4s3)CC2)cc1,1.4%,-4%,-19%,-10%,-8%,
CCCn1nnnc1SCC(=O)N1CCOCC1,i,-10%,-4%,6%,-4%,
COc1ccc(-c2noc(CCC(=O)NCc3ccco3)n2)cc1,0.8%,-4%,-18%,19%,-1%,
COc1ccc(/C=C/C(=O)Nc2ccc(C(N)=O)cc2)cc1OC,0.7%,-2%,/,5%,3%,
O=C(COC(=O)c1ccco1)NC1CCCCC1,1.7%,10%,16%,3%,-3%,
CCOC(=O)c1c(N)sc(C(=O)OC)c1C,0.0%,0%,6%,32%,65%,
Cn1nc(-c2ccccc2)c(CO)c1Oc1ccc(F)cc1,0.4%,6%,-4%,-1%,6%,
Cc1ccccc1C(=O)NCCn1cc(SCC(=O)NCC2CCCO2)c2ccccc21 (configuration not stated),9.2%,-6%,-8%,4%,-1%,
CC(C)c1ccc(CNCc2ccccc2)cc1,i,0%,-5%,51%,5%,
CCc1ccccc1Nc1ncnc2ccccc12,0.3%,8%,21%,13%,-1%,
CCN1C(=O)[C@H]2[C@@H](c3ccc(C)cc3)N3C(=O)N(c4cccc(Cl)c4)C(=O)[C@@]3(C)[C@H]2C1=O,i,1%,-9%,-8%,-5%,
COc1ccc(C2CC(c3cccs3)=NN2C(=O)CSc2nnnn2C)cc1OC (configuration not stated),0.6%,-23%,9%,7%,-3%,
CN(C)c1ccc(NC(=O)c2ccc(Cn3cc([N+](=O)[O-])cn3)cc2)cc1,0.8%,-13%,16%,?,68%,
CCCCN(CCCC)S(=O)(=O)c1ccc(NC(=O)c2ccc([N+](=O)[O-])cc2Cl)cc1,i,-4%,0%,9%,?,
CC1(C)CC(=O)C(N=Nc2ccc(C(F)(F)F)cc2[N+](=O)[O-])=C(O)C1,4.5%,-8%,/,?,?,
CC(C)CN1CCN(Cc2ccc(C(F)(F)F)cc2)CC1CCO (configuration not stated),0.6%,-5%,-1%,20%,7%,
O=C(CCS(=O)(=O)c1ccccc1)Nc1nc(-c2ccc(F)cc2)cs1,1.6%,-1%,-4%,0%,9%,

# Molecules listed so far containing a furan ring, fused or not, in the order listed:
SMILES,inhibitors of VEEV,PhoP GFP inhibition,H1N1 NS1A inhibition,tuberculosis growth,M. tuberculosis HTS,others
CCOC(=O)C1=C(O)/C(=C/c2ccc(-c3ccccc3C(=O)O)o2)SC1=Nc1ccc(C)cc1,1.2%,/,-18%,/,/,
O=C1CCCc2nc(N3CCN(C(=O)c4ccco4)CC3)ncc21,0.6%,-6%,-3%,-13%,-17%,
Cc1c(C(=O)NCC2CCCO2)oc2ccc(S(=O)(=O)N3CCCCC3)cc12 (configuration not stated),8.3%,-8%,7%,/,1%,
COC(=O)c1sc(NC(=O)c2ccco2)c(C#N)c1C,1.3%,-7%,4%,/,-4%,
c1ccc(Nc2scc(-c3ccccc3)[n+]2Cc2ccco2)cc1,3.1%,-11%,21%,8%,10%,
CCSc1ncnc2c1oc1ccccc12,i,4%,-6%,23%,-21%,
S=C(Nc1ccc2c(c1)OCO2)N1CCN(Cc2ccco2)CC1,1.0%,12%,-7%,-2%,2%,
Cc1ccccc1CS(=O)(=O)Cc1ccc(C(=O)NC2CCCC2)o1,1.9%,7%,6%,-4%,-1%,
COc1ccc(-c2noc(CCC(=O)NCc3ccco3)n2)cc1,0.8%,-4%,-18%,19%,-1%,
O=C(COC(=O)c1ccco1)NC1CCCCC1,1.7%,10%,16%,3%,-3%,
